Compound activity deposited in PubChem by National Center for Advancing Translational Sciences (NCATS).
ERK EGF inh = EGF-driven ERK pathway inhibition; HEK293-V1b, EGF-stimulated phospho-ERK AlphaScreen; Potency, µM (series often up to 11.5 µM), for the others: at the top dose activity change, negative = inhibition, hits mostly inhibitors; 130,000 compounds, 0.41% hits; AID 1454; active = well fitted inhibition curve with a large enough effect; inconclusive = small, poorly fitted or top-dose-only effect, or effect the other way;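 note: plate controls were stimulated vehicle wells for no effect and unstimulated vehicle basal for full effect; nearly all actives have a fitted effect of over 55% in size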
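V1b-HEK293, 1% FBS o/n; cpd 30 min 37C; EGF 25 nM final, 5 min; lyse 10 min; AlphaScreen beads 5 h RT. Normalized DMSO basal vs EGF max; Hill AC50.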
Numbers without * were called inactive; ? = inconclusive; & = joins results of further samples; [ ] = dose if it differs, or a comment. Potency is the fitted concentration of half-maximal effect. An excerpt. The share of hits here may be higher or lower than overall.

canonical_smiles	ERK EGF inh
COc1cc(/C=N/n2c(-c3ccccc3)n[nH]c2=S)cc(OC)c1OC	15%[57.5 µM]
CN(C)C(=O)NC1C=CS(=O)(=O)C1 (stereo not drawn)	8%
CC(C(=O)Nc1ccccc1)N(C)CCOc1ccc(Br)cc1 (stereo not drawn)	3%
CCN(Cc1ccccc1)C(=O)c1ccc(SC)cc1OC	8%
Cc1ccc(C(=O)NCc2n[nH]c(=S)n2-c2ccccc2)cc1[N+](=O)[O-]	-4%
COC(=O)Nc1ccc(S(=O)(=O)Nc2cnc3ccccc3n2)cc1	-11%
O=C(CN1CCN(C(=O)c2ccco2)CC1)Nc1ccc(Cl)c(S(=O)(=O)N2CCOCC2)c1	-2%
COc1ccc(C2c3[nH]c4ccccc4c3CCN2CCCn2cccn2)cc1C (stereo not drawn)	-4%
Cc1nc(NC2CCCCC2)c2nc(-c3ccccc3)n(CC3CCN(C)CC3)c2n1	-3%
CN(Cc1ccccc1)C(=S)Nc1ccc(OC(F)F)cc1	-4%
OCCN(CCO)c1nc2ccccc2[nH]1	9%[57.5 µM]
NC(=O)c1ccc(NC(=O)COC(=O)CCc2ccc(S(=O)(=O)N3CCCCC3)cc2)cc1	10%[57.5 µM]
O=C(Cn1nc(-c2ccccc2)ccc1=O)NCC1COCCO1 (stereo not drawn)	-2%
CCC1CCCCN1C(=O)CCc1nnc(C2CCCCC2)o1 (stereo not drawn)	4%
O=S(=O)(NCc1cccs1)NCc1ccccc1F	2%
Cc1cc(OCC(O)CN2C(C)CCCC2C)ccc1C(C)C (stereo not drawn)	24%
COc1ccc2c(=O)c(-c3ccc4c(c3)OCO4)coc2c1	-7%&-4%
Cc1ccccc1Cn1c(=O)sc2ccccc2c1=O	-12%
CC(=O)C1=C(C)NC(C)=C(C(C)=O)C1c1ccccc1	-7%
Fc1cccc(Cl)c1CNn1cn[nH]c1=S	-3%
COc1ccc(-c2[nH]c3ccccc3c2SCCNC(=O)c2ccccc2)cc1	-6%
CN(C)C(=O)CN1CCN(C(=O)CCl)CC1	9%
COc1ccc(C(=O)NC(=S)Nc2nnn(C)n2)cc1	-7%
CC1CC(C)CN(S(=O)(=O)c2ccc3c(c2)n(C)c(=O)c(=O)n3C)C1 (stereo not drawn)	-16%[57.5 µM]
Cc1ccc(-n2cc(CN3CCN(c4ccccn4)CC3)c(-c3ccc(F)cc3)n2)cc1	2%
C/C(=N\Nc1cc(C(F)(F)F)ccc1Cl)c1ccccc1O	-3%
O=c1c2cc3c(=O)n(-c4ccccc4O)c(=O)c3cc2c(=O)n1-c1ccccc1O	0%
CCC(=O)Oc1ccc2oc(=O)cc(C)c2c1	7%
Brc1ccc(/C=N/Nc2ccccn2)cc1	-5%
CCN(CC)c1ccc(C(=O)NC(=S)N2CCN(Cc3ccc4c(c3)OCO4)CC2)cc1	5%
Cc1ccc(C(=O)c2cc([N+](=O)[O-])ccc2N2CCOCC2)cc1	-2%
Cc1ccc(NC(=O)CSc2nc(N)cc(N)n2)cc1S(=O)(=O)N1CCOCC1	-7%[57.5 µM]
CC(=O)Nc1cccc(C(=O)/C=C/c2ccc(C)cc2)c1	-4%
CCCC/C=C/C(NC(=O)c1ccc(C(=O)OC)cc1)c1ccccc1 (stereo not drawn)	3%
COC(=O)C1=CN(C2CC2)C=C(C(=O)OC)C1c1ccc(C(F)(F)F)cc1	?
O=[N+]([O-])c1ccc(S(=O)(=O)N(CCCN2CCOCC2)Cc2cccs2)cc1	9%
CCOC(=O)Cc1csc(SCC(=O)NC(C)C23CC4CC(CC(C4)C2)C3)n1 (stereo not drawn)	3%
CC(C)Cc1cc(C(=O)NCCc2ccccc2)no1	?
COC(=O)c1ccc(NC(=O)CCN2CCN(CCC(=O)Nc3ccc(C(=O)OC)cc3)CC2)cc1	-7%
Nc1nonc1N/N=C\c1ccccc1	9%[57.5 µM]
CCCCN(c1ccc(C(=O)OC)cc1)S(=O)(=O)c1ccccc1	28%
COc1cccc(OC)c1C(=O)Nc1nc(COc2ccccc2)cs1	?
COc1ccc(-c2nnn(CC(=O)N(CCN3CCOCC3)C(C(=O)NC3CCCCC3)c3ccco3)n2)cc1 (stereo not drawn)	-7%
COc1ccc(CC(=O)N2N=C(C)CC2(O)C(F)(F)F)cc1OC (stereo not drawn)	7%
CC(COc1ccc(/C=C/c2ccccc2)cc1)[N+](C)(C)C (stereo not drawn)	7%
CCCn1nnc(NC(=O)COc2ccc(CC)cc2)n1	7%
CC(=O)N1C(C)(C)CC(=NOS(=O)(=O)c2ccccc2)CC1(C)C	?
CCc1nc2ccccc2nc1N1CCN(S(=O)(=O)c2c(C)cc(Cl)cc2C)CC1	-13%[57.5 µM]
N#Cc1c(NC(=O)C2CC=CCC2C(=O)O)sc2c1CCCCCC2 (stereo not drawn)	-1%
O=C(CSc1nnc(-c2ccc3c(c2)OCO3)n1-c1ccccc1)c1ccc(Cl)cc1	-4%
COc1cccc(/C=N/NC(=O)CNC(=O)c2ccco2)c1O	3%[57.5 µM]
O=C(CSc1ccc(-c2ccc(F)cc2)nn1)N1CCCc2ccccc21	?
Cc1ccc(NC(=O)CCl)cc1S(=O)(=O)N1CCCCCC1	-2%
CCOC(=O)C1CCN(S(=O)(=O)c2ccc(C(C)=O)cc2)CC1	-1%
CCN1C(=O)/C(=C\c2cn(-c3ccccc3)nc2-c2cccnc2)SC1=S	-7%
CCOC(=O)N1CCN(C(=O)CN(c2ccccc2)S(C)(=O)=O)CC1	-2%
CCc1ccc(N(C(=O)Cn2nnc(-c3ccccc3)n2)C(C(=O)NC2CCCCC2)c2ccccn2)cc1 (stereo not drawn)	15%
O=C(N/N=C/c1cn(-c2ccccc2)nc1-c1cccs1)c1ccccc1F	9%
N/C(=N\S(=O)(=O)c1cc(C(F)(F)F)cc(C(F)(F)F)c1)c1ccccc1	-10%[57.5 µM]
CC(=O)Nc1cccc(NC(=O)C(=O)c2cn(CC(=O)N3CCCCC3)c3ccccc23)c1	5%

The listing continues:
canonical_smiles	ERK EGF inh
CC1(C)S[C@@H]2[C@H](NC(=O)[C@@H](NC(=O)N3CCNC3=O)c3ccccc3)C(=O)N2[C@H]1C(=O)O	9%[25.7 µM]
CCn1ccnc1CN(C)Cc1cn(C)nc1-c1ccccc1F	-3%
COc1cccc(C2CN(c3ccc(F)cc3F)N=C2c2cccs2)c1OC (stereo not drawn)	?
COc1cc([N+](=O)[O-])cc(/C=N/NC(=O)c2ccc(NC(=O)c3ccc(C)cc3)cc2)c1O	-3%
O=C(O)CSCC(=O)Nc1ccc(-c2nc3ccccc3s2)cc1	10%[57.5 µM]
Cc1[nH]c2ccccc2c1/C=N/Nc1nc2ccccc2[nH]1	?
CC/C(=N\NC(N)=O)c1ccc(OC(F)F)cc1	19%[57.5 µM]
CC1CC1c1ccc(/C=C(\C#N)C(=O)Nc2ccc(Cl)cc2)o1 (stereo not drawn)	4%
Cc1ccc(-n2c(SCC(=O)N3CCCc4ccccc43)nnc2-c2cccnc2)c(C)c1	-3%
COc1cc(OC)nc(/N=C/N(C)C)n1	-5%
Cc1nnc(SCC(=O)c2ccc(Cl)cc2)n(N)c1=O	4%
CC1CC(C)CN(CC(O)COCCOc2ccc(Br)cc2)C1 (stereo not drawn)	6%
CN1CCC(=C2c3ccccc3C(O)c3ccccc32)CC1 (stereo not drawn)	-4%[57.5 µM]
CC(=O)Nc1cccc(C(=O)Nc2cccnc2)c1	-3%[57.5 µM]
CCCCCCCCCCCCCCCCCC(=O)NCC(COP(=O)([O-])OCC[N+](C)(C)C)OCC (stereo not drawn)	?

Additional records
compound,ERK EGF inh
CC(=O)c1ccc(N2CCN(C(=O)Cc3cccs3)CC2)cc1,-4%
N/C(=N\OC(=O)c1cccs1)c1cccc(Br)c1,2%
CCOc1cc(CNCCCN2CCOCC2)ccc1OCC(=O)NC(C)(C)C,-4%
CC(=O)N(C)C(c1ccc(N(C)C)cc1)c1nnnn1-c1c(C)cccc1C (stereo not drawn),-2%
O=[N+]([O-])c1ccc(COc2cccc(CNc3ccc(F)cc3)c2)cc1,-11%
CCCCn1c(SCC(=O)c2ccc3c(c2)NC(=O)CO3)nc2cc(S(N)(=O)=O)ccc21,4%
COc1ccc(NC(=S)N2CCN(Cc3ccccc3)CC2)c(OC)c1,-4%
CCN1CCN(S(=O)(=O)c2cccc(S(=O)(=O)N3CCOCC3)c2)CC1,-4%
CCOC(=O)C(Cc1ccc(O)cc1)NC(C)=O (stereo not drawn),5%
Cc1cccc(Oc2c([N+](=O)[O-])c(=O)n(C)c3ccccc23)c1,5%
CC(=O)Nc1cccc(NC(=O)Nc2cccc(F)c2)c1,-3%[57.5 µM]
COC(=O)c1cc2occc2n1Cc1nc(-c2ccccc2F)oc1C,4%[57.5 µM]
CC(C)c1ccc(CNc2nc3nc4c(c(=O)n3[nH]2)CCC4)cc1,0%
CCOc1ccc(/C=C2\CCc3ccccc3C2=O)cc1,-10%[57.5 µM]
O=C(CCn1cnc2ccccc2c1=O)Nc1nc(-c2ccc(Br)cc2)cs1,7%
CCOc1cc(NC(=S)NCC2CCCO2)c(OCC)cc1NC(=O)CC (stereo not drawn),3%
Cc1ccccc1OCC(=O)N1N=C(C(F)(F)F)CC1(O)C(C)(C)C (stereo not drawn),?
COc1cccc(CNC(=O)CCl)c1,1%
O=C1Nc2ccccc2Oc2cc([N+](=O)[O-])ccc21,5%
Cc1ccc(S(=O)(=O)NC(=O)c2ccc(-c3ccc(-c4ccccc4)cc3)o2)c(C)c1,-1%
Oc1cccc(C2c3[nH]c4ccccc4c3CCN2Cc2cnn(-c3ccccc3)c2)c1 (stereo not drawn),4%
COC(=O)c1c(C)oc(C)c1S(=O)(=O)N1CCCCC1,1%[57.5 µM]
O=C(CSc1nnc(CN2CCOCC2)n1-c1ccccc1)Nc1ccc(Cl)cc1,2%
CCN1CCc2c(OCC(=O)N3CCCCC3)cccc2C1=O,5%
CCc1c(O)nc(SCc2nc3ccccc3c(=O)[nH]2)[nH]c1=O,-2%
O=C(CSc1ccc(-c2ccco2)nn1)N1CCCC1,-3%
COc1cccc(C(=O)NCCOc2cc(C)cc(C)c2)c1,-1%
CC(=S)c1c(C)cc2cc(C)ccn12,8%
CC(=O)C1=C(O)C(=O)N(c2nccs2)C1c1ccccc1F (stereo not drawn),-9%[57.5 µM]
O=S(=O)([N-]c1nc2ccccc2nc1-[n+]1ccccc1)c1ccccc1,3%
Cn1cccc1Cc1nnc(SCC(=O)Nc2cccc(Cl)c2)n1-c1ccc(F)cc1,2%
Cn1c2ccccc2c(=O)c2c(=O)n(C3CCCCC3)c(-c3ccco3)nc21,-5%
COc1ccc(C)cc1NC(=O)c1ccc(NS(=O)(=O)c2cccc3cccnc23)cc1,-16%[57.5 µM]
CC(C)c1ccc(C(=O)NC(=S)Nc2ccc3[nH]c(=O)[nH]c3c2)cc1,4%[57.5 µM]
COc1ccc(OC)c(N2C(=O)CC(Cc3cc(C)cc(C)c3)C2=O)c1 (stereo not drawn),1%
O=C1Nc2ccccc2S/C1=C\C(=O)N1CCCC1,-5%
CC(=O)c1ccc(OCC(O)CN2CCN(Cc3ccc4c(c3)OCO4)CC2)cc1 (stereo not drawn),-8%[57.5 µM]
O=S(=O)(c1ccc(-c2csc(Nc3ccc(F)cc3)n2)cc1)N1CCCC1,?
COc1ccc(CS(=O)(=O)CC2(O)CCN(C(=O)c3cccc(C(F)(F)F)c3)CC2)cc1,-2%
COc1cccc(OC)c1C(=O)Nc1nc2cc3c(cc2s1)OCO3,20%[57.5 µM]

No new results follow: entries from further up.
compound,ERK EGF inh
O=C(CSc1ccc(-c2ccco2)nn1)N1CCCC1,-3%
COc1cccc(C(=O)NCCOc2cc(C)cc(C)c2)c1,-1%
CC(=S)c1c(C)cc2cc(C)ccn12,8%
CC(=O)C1=C(O)C(=O)N(c2nccs2)C1c1ccccc1F (stereo not drawn),-9%[57.5 µM]
O=S(=O)([N-]c1nc2ccccc2nc1-[n+]1ccccc1)c1ccccc1,3%
Cn1cccc1Cc1nnc(SCC(=O)Nc2cccc(Cl)c2)n1-c1ccc(F)cc1,2%
Cn1c2ccccc2c(=O)c2c(=O)n(C3CCCCC3)c(-c3ccco3)nc21,-5%
COc1ccc(C)cc1NC(=O)c1ccc(NS(=O)(=O)c2cccc3cccnc23)cc1,-16%[57.5 µM]
CC(C)c1ccc(C(=O)NC(=S)Nc2ccc3[nH]c(=O)[nH]c3c2)cc1,4%[57.5 µM]
COc1ccc(OC)c(N2C(=O)CC(Cc3cc(C)cc(C)c3)C2=O)c1 (stereo not drawn),1%
O=C1Nc2ccccc2S/C1=C\C(=O)N1CCCC1,-5%
CC(=O)c1ccc(OCC(O)CN2CCN(Cc3ccc4c(c3)OCO4)CC2)cc1 (stereo not drawn),-8%[57.5 µM]
O=S(=O)(c1ccc(-c2csc(Nc3ccc(F)cc3)n2)cc1)N1CCCC1,?
COc1ccc(CS(=O)(=O)CC2(O)CCN(C(=O)c3cccc(C(F)(F)F)c3)CC2)cc1,-2%
COc1cccc(OC)c1C(=O)Nc1nc2cc3c(cc2s1)OCO3,20%[57.5 µM]

Continuation.
compound,ERK EGF inh
COc1ccccc1CNC(=O)C(NS(=O)(=O)c1ccc2c(c1)OCCO2)C(C)C (stereo not drawn),2%
C/C(CC(=O)N(C(C)C)C(C)C)=N\NC(=O)c1ccccc1Br,0%
N#C/C(=N\Nc1cccc([N+](=O)[O-])c1)C(=O)c1ccc(Br)cc1,-7%
CCC(C)NS(=O)(=O)c1ccc(OCC(=O)N2CCCC2)cc1 (stereo not drawn),0%
O=S(=O)(c1ccccc1)N1CCC2(CCN(c3ccccc3)CC2)CC1,-2%
CC(C)(C)c1ccc(-c2nnc(N)o2)cc1,-11%[57.5 µM]
Cc1ccc(NC(=O)c2cnc3ccccc3n2)cc1C,-4%[57.5 µM]
